Screening data: PubChem, Emory University Molecular Libraries Screening Center
14-3-3g Raf: modulators of 14-3-3 gamma protein binding, primary screen, biochemical, fluorescence polarization. FP, 14-3-3gamma / TMR-pS259-Raf peptide binding. inhibition, % at 40 µM. 160,000 compounds, 0.19% hits. AID 422, 2006; in the data active = inhibition above about 30%;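 note: 0% = protein plus tracer without compound and 100% = blank with tracer alone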
Target sequence (P61981 whole entry, looked up): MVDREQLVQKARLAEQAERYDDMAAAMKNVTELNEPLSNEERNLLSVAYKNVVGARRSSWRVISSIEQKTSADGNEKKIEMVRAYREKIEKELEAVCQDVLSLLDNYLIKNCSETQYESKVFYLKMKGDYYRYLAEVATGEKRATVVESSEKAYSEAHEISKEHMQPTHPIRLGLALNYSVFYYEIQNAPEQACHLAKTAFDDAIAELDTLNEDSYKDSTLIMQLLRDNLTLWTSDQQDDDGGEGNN
The depositor's hits bear a star; & = joins results of further samples. An excerpt, so the mix of outcomes need not match the whole.

SMILES | 14-3-3g Raf
COc1ccc(C2C(C(=O)N3CCN(c4ccccc4)CC3)c3ccccc3C(=O)N2Cc2ccc(F)cc2)cc1 (configuration not stated) | 5
CCCCCCn1c(CN2CCN(C(=O)OCC)CC2)nc2c1c(=O)n(C)c(=O)n2C | 3
O=C(Nc1ccc2oc(-c3cccc4c(Br)cccc34)nc2c1)c1ccccc1[N+](=O)[O-] | -28
CNC(=O)c1c[nH]c2ccc(S(=O)(=O)Nc3cccc(C(F)(F)F)c3)cc2c1=O | 0
Cc1ccc(-c2nc(CSCC(=O)NCc3cccnc3)c(C)o2)cc1 | -2
Cc1c(C(=O)O)oc2ccc(S(=O)(=O)NCCC3=CCCCC3)cc12 | -8&-6
Cc1c(C(=O)NCc2cccnc2)oc2ccc(S(=O)(=O)N3CCCCC3)cc12 | 2
COC(=O)c1cn(C)c2ccc(S(=O)(=O)N3CCOCC3)cc2c1=O | 0
c1ccc(Nc2c(-c3ccsc3)nc3ncccn23)cc1 | -5
CCN1CCN(C2CC(=O)N(c3ccc(Br)cc3)C2=O)CC1 (configuration not stated) | -17
COc1cc(C2NC(=O)c3c(sc4c3CCCC4)N2)cc(Br)c1OC (configuration not stated) | -16
Cc1cnc(C(=O)Nc2ccccc2-n2cccc2)cn1 | 2
O=C1CCC(=O)N1c1ccc(NC2CCCCC2)c([N+](=O)[O-])c1 | -1
Cc1ccccc1-n1nnnc1SCc1csc(-c2ccccc2)n1 | -10
COc1cc(C2C3=C(CC(C)(C)CC3=O)Nc3ccccc3N2C(=O)C(F)(F)F)cc(OC)c1OC (configuration not stated) | -5
COc1ccc(-c2noc(CCC(=O)Nc3ccccc3F)n2)cc1 | -7
COc1ccc2nc(SC(=O)c3ccccc3)nc(C)c2c1 | -14
CCCn1c(C23CC4CC(CC(C4)C2)C3)cn2c3c(=O)n(C)c(=O)n(C)c3nc12 | 2
O=C(CN(C(=O)CCC(=O)Nc1ccccn1)c1ccc2c(c1)OCCO2)NCCc1ccccc1 | -4
Cc1cccc(Cn2c(N3CCCCC3C)nc3c2c(=O)[nH]c(=O)n3C)c1 (configuration not stated) | -1
Cc1ccc2nc(-c3ccc(C)c(NC(=O)c4ccc([N+](=O)[O-])o4)c3)oc2c1 | -21
CCOC(=O)C1CCN(C(=O)c2cc(-c3ccc(OCC)cc3)nc3ccccc23)CC1 | 0
O=C(Cc1c[nH]c2ccccc12)NC1(C(=O)NC2CCCCC2)CCCCC1 | -8
COCCNC(=O)c1cc2c(-c3ccc(Cl)cc3)nn(C)c2s1 | -4
CC(O)c1nc2ccc([N+](=O)[O-])cc2[nH]1 (configuration not stated) | -4
Cc1onc(-c2ccccc2Cl)c1C(=O)Nc1ccc2c(c1)OCO2 | 3
CCOC(=O)c1c(C)c(C(=O)Nc2ccc3c(c2)OCO3)c(C)n1C | -4
O=c1[nH]c2ccc(S(=O)(=O)N3CCN(c4ccccn4)CC3)cc2s1 | -1
COc1ccc(CC(=O)NCc2cccs2)cc1 | -6
CCOC(=O)C1CCN(C(=O)C2c3ccccc3C(=O)N(C3CCCCC3)C2c2ccc(OC)cc2)CC1 (configuration not stated) | -2
CN(C)S(=O)(=O)c1ccc(C(=O)Nc2nnc(Cc3ccccc3)s2)cc1 | -8
O=C(c1ccc(NS(=O)(=O)c2cccs2)cc1)N1CCCCC1 | 0&-5
COc1ccc(C2=NN(S(=O)(=O)c3ccc(C)cc3)C(c3ccc(Br)cc3)C2)cc1 (configuration not stated) | -203
CC1CCN(S(=O)(=O)N2CCCC(C(=O)NC3CCCC3)C2)CC1 (configuration not stated) | 1
Cc1ccc(-n2c(=O)c3sccc3n(CC(=O)N3CCC(C)CC3)c2=O)cc1F | -5
COc1cc2c(CCNC(C)=O)c[nH]c2cc1O | -3
CCCN(C(=O)c1cc2cc3ccc(C)cc3nc2o1)c1cccc(C)c1 | 5
CCN1CCCC1CNC(=O)Cn1cccc1C(=O)c1ccccc1C (configuration not stated) | -12
COc1ccccc1NC(=O)COC(=O)CNC(=O)c1ccc(OC)c(OC)c1 | 1
CCCCN(C)CCNC(=O)c1cc2cc3ccc(OC)cc3nc2o1 | -278
CCc1ccc(S(=O)(=O)c2n[nH]n3c2nc(=O)c2ccccc23)cc1 | -4
Cc1ccccc1Nc1c(-c2ccsc2)nc2ncccn12 | -6
COc1ccc(OCCSc2nc(C)cc(C)n2)cc1 | 5
Cc1nn(C(=O)c2cc3c(s2)CCCC3)c(C)c1Sc1ccccc1[N+](=O)[O-] | -5
N#Cc1nc(-c2ccco2)oc1N1CCCC1 | -10

Three entries picked at random from the list so far:
SMILES | 14-3-3g Raf
N#Cc1nc(-c2ccco2)oc1N1CCCC1 | -10
Cc1nn(C(=O)c2cc3c(s2)CCCC3)c(C)c1Sc1ccccc1[N+](=O)[O-] | -5
CN(C)S(=O)(=O)c1ccc(C(=O)Nc2nnc(Cc3ccccc3)s2)cc1 | -8

(cont.)
SMILES | 14-3-3g Raf
COC(=O)C1=C(NC(=O)c2ccc(C(=O)c3ccccc3)cc2)CCS1 | -3
CCOC(=O)c1ccccc1NS(=O)(=O)c1ccc(S(=O)(=O)N2CCCC2)cc1 | 1
COc1ccc(OCC(=O)Nc2cccc(-c3nc4cc(C)ccc4o3)c2C)cc1 | -17
COC(=O)c1[nH]c(C)c(/C(O)=C2\C(=O)C(=O)N(CCN(C)C)C2c2ccc(OC)cc2)c1C (configuration not stated) | -1
Cc1c(C(=O)OCC2CCCCC2)[nH]c2c1C(=O)CC(c1cccs1)C2 (configuration not stated) | -7
CCOc1ccc(N=C2C(=O)N(CN3CCOCC3)c3ccccc32)cc1 | 5
Cc1ccc(S(=O)(=O)N2CCCC(C(=O)N3CCCC3)C2)cc1 (configuration not stated) | -5
COc1cccc(CNC(=O)C2c3ccccc3C(=O)N(C)C2c2c[nH]c3ccccc23)c1 (configuration not stated) | 3
Cc1cccc2cc(CN(Cc3nnnn3C3CCCC3)C3CCCCC3)c(=O)[nH]c12 | -8
CC(C(=O)Nc1ccccc1F)N1C(=O)c2ccccc2C1=O (configuration not stated) | -1
COc1cc(S(=O)(=O)NCC2CCCO2)c(OC)cc1Cl (configuration not stated) | -1
O=C(NCCN1CCOCC1)c1cccs1 | -6
CCCN1CCN(c2cc(Nc3cc(OC)c(OC)c(OC)c3)c3c4c(onc24)-c2ccccc2C3=O)CC1 | -54
CCOC(=O)N1CCC(N2C(=O)c3ccccc3C2Nc2ccc3c(C)cc(=O)oc3c2)CC1 (configuration not stated) | 3
CNC(=O)c1nnc(Cc2ccc(F)cc2)o1 | 1
CCOC(=O)c1sc(NC(=O)CSc2ncn[nH]2)c(C#N)c1C | -24
CCCn1cc(S(=O)(=O)CC(=O)Nc2ccc(OCC)cc2)c2ccccc21 | -4
O=C(CSc1nnc2ccccn12)Nc1ccc(F)cc1 | 4
CC(=O)NCCc1cc2cc(C)c(C)cc2[nH]c1=O | -4
Cc1cccc(N2C(=O)c3ccc(C(=O)Nc4nccs4)cc3C2=O)c1C | -5
Cc1csc(NC(=O)c2nc(-c3ccccc3)n(-c3ccccc3)n2)n1 | -6
Cc1c(NC(=O)COc2ccccc2)cccc1-c1nc2ncccc2o1 | -1
O=C(NC1CCCCC1)c1ccc2c(=O)n(Cc3ccc(Cl)cc3)c(=S)[nH]c2c1 | -16
Cc1csc(NC(=O)C2CCCCC2C(=O)O)n1 (configuration not stated) | 4
COC(=O)C1=C(C)NC(C)=C(C(=O)OCCN(C)C=O)C1c1cccc([N+](=O)[O-])c1 (configuration not stated) | 2
O=C(CCc1ccccc1)NCC1OCCc2ccccc21 (configuration not stated) | 10
CCn1c(=O)c2cc(C(=O)NCc3cccs3)sc2c2ccccc21 | -1
CCCCOC(=O)C1=C(C)NC2=C(C(=O)CCC2)C1c1cc(Br)c(O)c(OC)c1 (configuration not stated) | -6
COc1ccc(CCNC(=O)CN(c2ccccc2OC)S(C)(=O)=O)cc1OC | -3
O/N=C(\Cc1cscn1)c1ccc(O)cc1O | 2

Another view of part of the listing above:
Structure,14-3-3g Raf
O/N=C(\Cc1cscn1)c1ccc(O)cc1O,2
O=C(CSc1nnc2ccccn12)Nc1ccc(F)cc1,4
CC(=O)NCCc1cc2cc(C)c(C)cc2[nH]c1=O,-4
CCCCOC(=O)C1=C(C)NC2=C(C(=O)CCC2)C1c1cc(Br)c(O)c(OC)c1 (configuration not stated),-6

New compounds follow.
SMILES | 14-3-3g Raf
Cc1n[nH]c(C)c1CCOc1ccccc1Cl | -13
O=[N+]([O-])c1ccccc1Nc1ccccc1 | 19
CCCn1cc(SCC(=O)Nc2cc(C)ccc2C)c2ccccc21 | 2
CCc1ccccc1Nc1ncnc2c1cnn2-c1ccc(Cl)cc1 | 11
NC(=O)c1cn(-c2ccccc2)nc1-c1cccnc1 | 6
Cc1cc2nn(-c3ccccc3)nc2cc1NC(=O)c1ccc(-c2ccc([N+](=O)[O-])cc2)o1 | -104
O=C1NC2CCCCC2NC1CC(=O)N1CCN(c2ccccc2)CC1 (configuration not stated) | -12
Nc1nc(N)c2nc(CNc3ccc(C(=O)NC(CCC(=O)O)C(=O)O)cc3)cnc2n1 (configuration not stated) | -4
Cn1cc([N+](=O)[O-])c(C(=O)Nc2cccc3c2C(=O)c2ccccc2C3=O)n1 | -4
CC(=O)Nc1ccc2c(c1)N(C(C)=O)c1ccccc1CC2 | -10
O=C1CN(C(=O)c2ccccc2F)c2ccccc2N1 | -8
COC(=O)c1c(NC(=O)CSc2nnc(-c3cccnc3)n2Cc2ccco2)sc(C)c1C | -1
O=C(Cn1cnc2ccccc2c1=O)Nc1ccc2c(c1)CCC2 | -6
CC1(c2ccncc2)NC(=O)NC1=O (configuration not stated) | 1
Cc1ccc(CNC(=O)c2cc(S(=O)(=O)N3CC(C)CC(C)C3)ccc2F)cc1 (configuration not stated) | -7
Cc1cc(N2CCOCC2)nc2ccc(NC(=O)Cc3ccc(Cl)cc3)cc12 | -6
c1ccc(Nc2nc(-c3ccccn3)cs2)cc1 | -1
CCCn1[nH]cc(SC)c(=O)c1=O | -5
O=C(c1cc2c(s1)-c1ccccc1OC2)N1CCN(c2ccccn2)CC1 | -6
O=C(CCS(=O)(=O)c1cccc2nonc12)NCCc1ccccc1 | -3
O=C(Nc1sc2c(c1C(=O)NC1CCCCC1)CCC2)c1ccco1 | -14
O=C(CSc1nnc(-c2ccco2)n1-c1ccccc1)N1CCN(C(=O)c2ccco2)CC1 | -9
CCn1ccc(C(=O)Oc2ccc(C(C)C)cc2)n1 | 5
Cc1noc(C)c1S(=O)(=O)Nc1ccc(C(=O)O)cc1 | -4
Cc1ccc(Nc2cc(C)nn2-c2nc(C)cc(=O)[nH]2)cc1 | -3
CCc1c(C)nc(N)n2c(SCC(=O)N3CCCC(C)C3)nnc12 (configuration not stated) | -10
Cc1ccc(-c2nnc(Nc3ccccc3)c3ccccc23)cc1S(=O)(=O)NCCO | -7
CCOC(=O)Cn1c(=O)c(-c2ccccc2NCc2ccccc2)nc2ccccc21 | -44
CCN1C(=O)c2ccccc2Sc2ccc(C(=O)NCCN3CCOCC3)cc21 | -3&-14
N#CCSc1nsc(SCC#N)n1 | -4
Cc1[nH]c2ccc(Br)cc2c1CCNS(=O)(=O)c1ccc(C(C)(C)C)cc1 | -8
COC(=O)c1[nH]c2ccc(C)cc2c1NC(=O)C1=COCCO1 | -6
O=C(c1oc(=O)c2ccccc2c1-c1ccccc1)N1CCn2c1nc1ccccc12 | 5
CCOC(=O)c1cnc2ccc(C(=O)OC)cc2c1Nc1ccc(C)c(C)c1 | -6
CN(Cc1ccccc1)C(=O)CCN1C(=O)c2cccc([N+](=O)[O-])c2C1=O | 11
CN1C(=O)c2oc3ccccc3c(=O)c2C1c1ccncc1 (configuration not stated) | -8
COc1cccc(C(=O)Nc2nnc(CCS(=O)(=O)c3ccc(C)cc3)s2)c1 | 5
Cc1cc(NC(=O)NC(C(F)(F)F)C(F)(F)F)no1 | 1
Cc1nn(Cc2ccc(C(=O)O)o2)c(C)c1Cl | 2
COc1ccc(Cl)cc1NC(=O)c1cc2ccccc2oc1=O | -13
Cc1cc(-c2csc(NC(=O)c3ccc(=O)n(C)n3)n2)c(C)n1CC1CCCO1 (configuration not stated) | -7
Nc1ccc(Cl)c(-c2nc3ncccc3o2)c1 | -4
CCCc1cc(C(=O)N2CCN(C(c3ccccc3)c3ccccc3)CC2)no1 | 1
O=c1c2cc(N3CCOCC3)ccc2[nH]c(=S)n1Cc1ccco1 | -11
O=C(CCN1C(=O)COc2ccccc21)NCCN1CCN(c2cccc(Cl)c2)CC1 | 0&-1
N#CCCN(Cc1cccnc1)C(=O)c1ccc(S(=O)(=O)N2CCOCC2)cc1 | -1
COc1ccc(C2C(C(=O)OC3CCCC3)=C(C)NC3=C2C(=O)CC(C)(C)C3)c(OC)c1OC (configuration not stated) | -7
O=C(CSc1nnc(-c2ccccc2F)o1)N1CCCc2ccccc21 | 1
Nc1cc(N)cc(C(=O)Nc2ccc3c(c2)C(=O)NC3=O)c1 | -30
O=C(NCc1ccc(F)cc1)c1cc(=O)[nH]c2ccc(S(=O)(=O)N3CCCCC3)cc12 | 0
O=C(NCc1ccco1)c1csc2c1CCCCC2 | 10
Cc1cc(O)c(NC(=O)c2ccc(-c3ccc(Cl)cc3)o2)cc1C | -60

Structures above that contain a COOH group:
SMILES | 14-3-3g Raf
Cc1c(C(=O)O)oc2ccc(S(=O)(=O)NCCC3=CCCCC3)cc12 | -8&-6
Cc1csc(NC(=O)C2CCCCC2C(=O)O)n1 (configuration not stated) | 4
Nc1nc(N)c2nc(CNc3ccc(C(=O)NC(CCC(=O)O)C(=O)O)cc3)cnc2n1 (configuration not stated) | -4
Cc1noc(C)c1S(=O)(=O)Nc1ccc(C(=O)O)cc1 | -4
Cc1nn(Cc2ccc(C(=O)O)o2)c(C)c1Cl | 2
